Assay outcomes from PubChem BioAssay.
TEAD-YAP block = TEAD-YAP interaction inhibition, primary screen, TEAD-YAP interaction inhibitor project, luminescence, HEK-TIYL cells. TEAD-Gal4/YAP UAS-luciferase luminescence. inhibition, % at 9.12 µM. 640,000 tested, 1.4% active; in the data active = inhibition above about 32%;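 note: 0% = median of test compound wells and 100% = reference inhibitor wells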
MITF primary = MITF inhibitors, primary screen, biochemical, AlphaScreen, human. AlphaScreen MITF homodimerization, bead proximity signal. Microphthalmia-associated transcription factor (Homo sapiens), O75030. AID 1259374, 2018. 650,000 tested, 0.91% active. inhibition, % at 2.6 µM; in the data active = inhibition above about 50%;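 note: 0% = vehicle wells with protein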
FBW7 act = FBW7 E3 ligase activators, primary screen, biochemical, AlphaScreen, human; F-box/WD repeat-containing protein 7 (Homo sapiens), Q969H0; AlphaScreen FBW7–phospho-cyclin E peptide binding, activator screen; normalized activity (activation), % at 26.1 µM; 650,000 tested, 0.13% active; in the data active = normalized activity above about 1.9%;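 note: purified mutant Fbw7 with reduced substrate affinity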
Target sequence (Q969H0 whole entry, looked up): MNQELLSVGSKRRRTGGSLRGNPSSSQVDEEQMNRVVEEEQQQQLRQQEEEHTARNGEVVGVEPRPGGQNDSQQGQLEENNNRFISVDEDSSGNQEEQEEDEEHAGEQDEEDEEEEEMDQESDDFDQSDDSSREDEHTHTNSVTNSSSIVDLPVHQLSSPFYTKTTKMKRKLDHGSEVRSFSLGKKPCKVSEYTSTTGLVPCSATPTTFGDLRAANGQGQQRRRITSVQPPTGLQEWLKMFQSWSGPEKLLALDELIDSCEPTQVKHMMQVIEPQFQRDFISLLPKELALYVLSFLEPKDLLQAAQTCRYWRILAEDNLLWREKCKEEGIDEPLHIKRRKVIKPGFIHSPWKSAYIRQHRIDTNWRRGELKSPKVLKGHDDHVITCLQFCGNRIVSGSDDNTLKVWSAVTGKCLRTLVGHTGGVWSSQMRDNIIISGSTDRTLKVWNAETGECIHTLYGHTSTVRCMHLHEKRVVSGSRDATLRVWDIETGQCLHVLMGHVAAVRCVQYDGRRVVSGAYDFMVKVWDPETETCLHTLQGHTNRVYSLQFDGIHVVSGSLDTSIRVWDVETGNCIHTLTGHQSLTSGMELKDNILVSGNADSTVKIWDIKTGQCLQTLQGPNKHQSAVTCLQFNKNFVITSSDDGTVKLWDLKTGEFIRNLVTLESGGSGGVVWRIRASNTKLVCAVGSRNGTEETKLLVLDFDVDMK
GPR151 activ = activators of human GPR151, primary screen, cell-based, PathHunter beta-arrestin, luminescence; G-protein coupled receptor 151 (Homo sapiens), Q8TDV0; PathHunter beta-arrestin GPR151 cells; activation, % at 11.2 µM; 650,000 tested, 1% active; in the data active = activation above about 4.9%;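 note: 0% = median of compound wells and 100% = cells with positive control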
Target sequence (Q8TDV0 whole entry, looked up): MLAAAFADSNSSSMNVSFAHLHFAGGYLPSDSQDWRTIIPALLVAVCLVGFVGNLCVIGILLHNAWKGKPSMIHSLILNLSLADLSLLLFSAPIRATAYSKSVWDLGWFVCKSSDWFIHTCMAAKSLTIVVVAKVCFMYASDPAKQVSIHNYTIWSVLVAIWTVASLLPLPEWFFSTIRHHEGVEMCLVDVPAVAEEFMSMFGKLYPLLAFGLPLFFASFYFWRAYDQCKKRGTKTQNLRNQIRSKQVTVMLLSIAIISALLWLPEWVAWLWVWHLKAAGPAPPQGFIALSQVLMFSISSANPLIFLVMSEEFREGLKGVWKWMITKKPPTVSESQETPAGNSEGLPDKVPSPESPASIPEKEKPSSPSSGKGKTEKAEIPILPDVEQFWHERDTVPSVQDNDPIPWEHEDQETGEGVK
Starred values were filed as active, the others as inactive. Compounds were not picked by outcome. Share with any hit: about 3.5%.

COc1ccc(NC(=O)C2C3C=CC4(O3)C2C(=O)N(CCc2ccccc2)C4C(=O)NC2CCCCC2)cc1 (configuration not stated) was read as TEAD-YAP block -3.1, MITF primary 4.9, FBW7 act 0.2 and GPR151 activ -0.5.
For Fc1cccc(CN2CCN(CC3CC=CCC3)CC2)c1 (configuration not stated) the results were TEAD-YAP block -4.4, MITF primary 83.1*, FBW7 act 0.0 and GPR151 activ 3.0.
For Cc1cc(Cl)ccc1OCC(=O)Nc1c(C)ccc2nsnc12 the results were TEAD-YAP block 8.1, MITF primary -2.3, FBW7 act 0.1 and GPR151 activ -0.8.
For CCOC(=O)C1=C(CN2CCn3cccc3C2C)NC(=O)NC1c1ccc(OC)cc1 (configuration not stated) the results were TEAD-YAP block 0.5, MITF primary 13.7, FBW7 act -0.1 and GPR151 activ 0.9.
`c1ccc(COc2ccc(OCCCn3ccnc3)cc2)cc1` gave TEAD-YAP block 54.2*, MITF primary 78.7*, FBW7 act 0.0 and GPR151 activ -6.1.
For COc1cccc2c(=O)c(CN3CCOCC3)c(C)[nH]c12 the results were TEAD-YAP block 11.2, MITF primary 2.6, FBW7 act 0.1 and GPR151 activ -0.6.
CC(=O)c1ccc(NC(=O)COc2c(C)cc(Br)cc2C)cc1 was read as TEAD-YAP block 3.5, MITF primary -5.8, FBW7 act 0.0 and GPR151 activ -2.0.
Screening COc1ccc(N(CC(=O)NCC(C)C)S(C)(=O)=O)cc1 returned TEAD-YAP block 3.7, MITF primary -1.9, FBW7 act 0.0 and GPR151 activ 0.7.
For Cc1ccc(C(=O)Nc2nc(C)c(C)s2)o1 the results were TEAD-YAP block -41.4, MITF primary -20.7, FBW7 act 0.0 and GPR151 activ -6.9.
Screening COc1ccc(CCNc2c[nH]c(=O)[nH]c2=O)cc1OC returned TEAD-YAP block 1.2, MITF primary 6.7, FBW7 act 0.0 and GPR151 activ 0.4.
`Cc1nc(C)c(CN2CCCC(C(=O)Nc3ccc(-c4cccc(F)c4)cc3)C2)nc1C` (configuration not stated) gave TEAD-YAP block 3.9, MITF primary -1.7, FBW7 act -0.2 and GPR151 activ 0.0.
CC(=O)c1ccc(N2CCN(CC(=O)Nc3ccc(Br)cc3)CC2)cc1 was read as TEAD-YAP block -3.1, MITF primary 5.5, FBW7 act -0.1 and GPR151 activ -0.4.
`CCOC(=O)c1ccc(NC(=O)CSc2nc(C)c3c(n2)CCCC3)cc1` gave TEAD-YAP block -13.7, MITF primary -11.0, FBW7 act 0.0 and GPR151 activ 1.6.
`CCOC(=O)c1c(NC2=NS(=O)(=O)c3ccccc32)sc2c1CCCCC2` gave TEAD-YAP block 7.7, MITF primary 5.4, FBW7 act 0.2 and GPR151 activ -0.7.
CSc1ccc(C2C3=C(Nc4c2c(=O)[nH]c(=O)n4C)c2ccccc2C3=O)cc1 (configuration not stated) was read as TEAD-YAP block 2.6, MITF primary 10.9, FBW7 act 0.7 and GPR151 activ 1.3.
`COc1ccc([N+](=O)[O-])cc1N(CC(=O)N1CCC(C)CC1)S(C)(=O)=O` gave TEAD-YAP block 11.0, MITF primary 14.6, FBW7 act 0.0 and GPR151 activ -2.2.
For COc1cc(-c2cc(C(=O)NN)c3ccccc3n2)cc(OC)c1OC the results were TEAD-YAP block 3.1, MITF primary -2.7, FBW7 act 0.3 and GPR151 activ 1.5.
COC(=O)C1=C(C)Nc2nnnn2C1c1cccc(F)c1 (configuration not stated) was read as TEAD-YAP block 9.4, MITF primary 2.3, FBW7 act 0.0 and GPR151 activ 0.1.
COc1ccc(/C=N\Oc2cc(Cl)ncn2)cc1 was read as TEAD-YAP block 6.1, MITF primary 8.4, FBW7 act -0.1 and GPR151 activ 1.8.
COc1ccccc1Nc1nc(-c2ccc(-c3ccccc3)cc2)cs1 was read as TEAD-YAP block 2.7, MITF primary -1.8, FBW7 act 0.0 and GPR151 activ -0.2.
`CCCC(=O)Nc1nnc(SCC(=O)Nc2cccc(OC)c2)s1` gave TEAD-YAP block -1.2, MITF primary -7.6, FBW7 act 0.1 and GPR151 activ -0.4.
COc1ccc(Nc2nnc(-c3cc4cc(Cl)ccc4oc3=O)s2)cc1OC was read as TEAD-YAP block -0.9, MITF primary 2.8, FBW7 act -0.1 and GPR151 activ 2.0.
For O=C(CN1CCN(c2ccccc2O)CC1)Nc1ccc(I)cc1 the results were TEAD-YAP block -3.2, MITF primary -1.2, FBW7 act 0.0 and GPR151 activ 0.6.
COCCCNC(=O)CC(NS(=O)(=O)c1ccc(OC)cc1)c1ccco1 (configuration not stated) was read as TEAD-YAP block 0.0, MITF primary -2.5, FBW7 act 0.0 and GPR151 activ -2.2.
CCN(CC)c1ccc(C=C(C#N)C#N)c(OC)c1 was read as TEAD-YAP block -5.3, MITF primary 9.4, FBW7 act 0.0 and GPR151 activ -1.0.
Cc1ccc(C(=O)Nc2sc3c(c2C(=O)Nc2ccccc2Cl)CCCCC3)cc1 was read as TEAD-YAP block -13.6, MITF primary -12.5, FBW7 act 0.0 and GPR151 activ 0.7.
`Clc1ccccc1OCc1nn2c(Cc3ccccc3)nnc2s1` gave TEAD-YAP block -7.7, MITF primary 16.8, FBW7 act 0.1 and GPR151 activ -0.6.
For O=C(Nc1ccc2[nH]ncc2c1)[C@H]1C[C@@H](O)CN1C(=O)Cc1ccc(Br)cc1 the results were TEAD-YAP block -7.6, MITF primary 11.4, FBW7 act 0.0 and GPR151 activ -1.0.
O=C(COC(=O)c1cnc(Cl)c(Cl)c1)Nc1ccc2[nH]c(=O)[nH]c2c1 was read as TEAD-YAP block 4.2, MITF primary 5.1, FBW7 act -0.2 and GPR151 activ -1.0.
Screening COc1ccc(NC(=O)CSc2nnc(C(F)(F)F)n2C)c([N+](=O)[O-])c1 returned TEAD-YAP block 19.5, MITF primary 15.5, FBW7 act -0.1 and GPR151 activ -0.8.
Screening Cc1cccc(NC(=O)/C(=C/c2ccc([N+](=O)[O-])cc2)NC(=O)c2cccc(C)c2)c1 returned TEAD-YAP block 0.3, MITF primary -3.5, FBW7 act -0.1 and GPR151 activ 0.0.
`COc1ccc(-n2cc(-c3ccccc3)c3c(Nc4ccc(NC(C)=O)cc4)ncnc32)cc1` gave TEAD-YAP block 4.2, MITF primary 12.6, FBW7 act 0.1 and GPR151 activ -0.9.
Screening CNC(=O)COC(=O)COc1ccc2c(C)cc(=O)oc2c1 returned TEAD-YAP block 5.1, MITF primary 6.2, FBW7 act 0.2 and GPR151 activ -2.1.
Screening COc1ccc(C2CC(C(=O)N3CCCC3)N(C)S(=O)(=O)N2)cc1 (configuration not stated) returned TEAD-YAP block -9.3, MITF primary -9.1, FBW7 act -0.1 and GPR151 activ 4.7.
O=C(O)CCC(=O)Nc1ccccc1O was read as TEAD-YAP block 7.9, MITF primary 5.0, FBW7 act -0.1 and GPR151 activ -1.9.
For COc1ccc(-c2ncc(C(=O)NCc3cccnc3)s2)cn1 the results were TEAD-YAP block -3.6, MITF primary 24.6, FBW7 act 0.1 and GPR151 activ 2.3.
CCn1cc(SCC(=O)Nc2ccc(OC)cc2OC)c2ccccc21 was read as TEAD-YAP block -9.9, MITF primary -7.8, FBW7 act 0.7 and GPR151 activ -0.9.
COc1ccc(S(=O)(=O)NC(Cc2cnc[nH]2)C(=O)O)cc1 (configuration not stated) was read as TEAD-YAP block 12.7, MITF primary 4.9, FBW7 act 0.3 and GPR151 activ -0.2.
CCOC(=O)C1=C(N)n2c(s/c(=C\c3ccc(OC)cc3)c2=O)=C(C(=O)OCC)C1c1ccc(OC)cc1 (configuration not stated) was read as TEAD-YAP block 6.6, MITF primary 1.7, FBW7 act 0.0 and GPR151 activ 1.3.
COc1ccc(-c2coc3cc(OC4OC(COC5OC(C)C(O)C(O)C5O)C(O)C(O)C4O)cc(O)c3c2=O)cc1 (configuration not stated) was read as TEAD-YAP block 10.3, MITF primary 13.1, FBW7 act 0.0 and GPR151 activ 0.0.

4 compounds out of the list, ordered by count of non-hydrogen atoms, lowest first.
For COc1cc(-c2cc(C(=O)NN)c3ccccc3n2)cc(OC)c1OC the results were TEAD-YAP block 3.1, MITF primary -2.7, FBW7 act 0.3 and GPR151 activ 1.5.
COCCCNC(=O)CC(NS(=O)(=O)c1ccc(OC)cc1)c1ccco1 (configuration not stated) was read as TEAD-YAP block 0.0, MITF primary -2.5, FBW7 act 0.0 and GPR151 activ -2.2.
`Cc1nc(C)c(CN2CCCC(C(=O)Nc3ccc(-c4cccc(F)c4)cc3)C2)nc1C` (configuration not stated) gave TEAD-YAP block 3.9, MITF primary -1.7, FBW7 act -0.2 and GPR151 activ 0.0.
COc1ccc(NC(=O)C2C3C=CC4(O3)C2C(=O)N(CCc2ccccc2)C4C(=O)NC2CCCCC2)cc1 (configuration not stated) was read as TEAD-YAP block -3.1, MITF primary 4.9, FBW7 act 0.2 and GPR151 activ -0.5.

Continued.
For Cc1ccc(CSCC2Nc3ccc(C(=O)N4CCN(c5cc(C)ccc5C)CC4)cc3NC2=O)cc1 (configuration not stated) the results were TEAD-YAP block 11.2, MITF primary 6.7, FBW7 act -0.1 and GPR151 activ 0.2.
COCCCNCCCCOc1ccc(Cl)c(Cl)c1 was read as TEAD-YAP block -6.9, MITF primary 11.0, FBW7 act 0.0 and GPR151 activ 0.4.
CC(C)(C)c1ccc(OCCNC(=O)/C=C/c2ccco2)cc1 was read as TEAD-YAP block -9.2, MITF primary -12.3, FBW7 act 0.2 and GPR151 activ -0.3.
Screening CCCCCCNC(=O)c1ccc(CNC(=O)c2ccc(Br)cc2)cc1 returned TEAD-YAP block -3.4, MITF primary -1.1, FBW7 act 0.0 and GPR151 activ -1.7.
`COc1ccc2c(c1)OCC(Cc1ccc(O)c(OC)c1)C2=O` (configuration not stated) gave TEAD-YAP block 20.0, MITF primary 10.9, FBW7 act -0.3 and GPR151 activ -1.6.
For COc1ccc(NC(=O)N(C(C)C)C2CCN(C(C)=O)CC2)c(OC)c1 the results were TEAD-YAP block -4.2, MITF primary 4.4, FBW7 act 0.0 and GPR151 activ 1.0.
Cc1ccc(C)c(C(=O)NCCN(C)C)c1 was read as TEAD-YAP block 6.5, MITF primary 12.0, FBW7 act 1.0 and GPR151 activ -1.2.
For CC1(C(=O)NC2CCCCC2)CN(S(C)(=O)=O)CC(=O)N1c1ccc(F)cc1 (configuration not stated) the results were TEAD-YAP block 9.9, MITF primary 3.5, FBW7 act -0.2 and GPR151 activ 1.7.
Cc1c(C(=O)Nc2ccc(-c3nc4ncccc4o3)cc2)cccc1[N+](=O)[O-] was read as TEAD-YAP block -73.2, MITF primary 24.5, FBW7 act -0.2 and GPR151 activ 2.3.
`c1ccc(Nc2nc(NCCOc3ccccc3)c3[nH]cnc3n2)cc1` gave TEAD-YAP block 2.7, MITF primary 11.2, FBW7 act 0.0 and GPR151 activ 1.3.

The final four records of the part above open the next one:
Cc1ccc(C)c(C(=O)NCCN(C)C)c1 was read as TEAD-YAP block 6.5, MITF primary 12.0, FBW7 act 1.0 and GPR151 activ -1.2.
For CC1(C(=O)NC2CCCCC2)CN(S(C)(=O)=O)CC(=O)N1c1ccc(F)cc1 (configuration not stated) the results were TEAD-YAP block 9.9, MITF primary 3.5, FBW7 act -0.2 and GPR151 activ 1.7.
Cc1c(C(=O)Nc2ccc(-c3nc4ncccc4o3)cc2)cccc1[N+](=O)[O-] was read as TEAD-YAP block -73.2, MITF primary 24.5, FBW7 act -0.2 and GPR151 activ 2.3.
`c1ccc(Nc2nc(NCCOc3ccccc3)c3[nH]cnc3n2)cc1` gave TEAD-YAP block 2.7, MITF primary 11.2, FBW7 act 0.0 and GPR151 activ 1.3.
Screening CN(C)c1ccccc1C(=O)N1CCC2(CCC(=O)N2Cc2ccccc2F)CC1 returned TEAD-YAP block -5.3, MITF primary 4.4, FBW7 act -0.2 and GPR151 activ -0.7.
`CC1=CC(C)C2(CO)COC(c3ccc(O)cc3)C1C2C` (configuration not stated) gave TEAD-YAP block 8.4, MITF primary 7.1, FBW7 act 0.1 and GPR151 activ -0.1.
O=S(=O)(c1ccc(NC(=S)N/N=C2/CCCc3ccccc32)cc1)N1CCOCC1 was read as TEAD-YAP block 3.5, MITF primary 9.4, FBW7 act -0.3 and GPR151 activ -0.8.
For O=C(CC1C(=O)NCCN1Cc1ccoc1)NCC1(c2ccccc2)CCOCC1 (configuration not stated) the results were TEAD-YAP block 5.9, MITF primary 9.8, FBW7 act 0.2 and GPR151 activ -1.0.
For c1ccc2c3c(cc(N4CCOCC4)c2c1)OC1(N2CCCCC2)CCCCC1O3 (configuration not stated) the results were TEAD-YAP block 7.5, MITF primary 4.8, FBW7 act -0.1 and GPR151 activ 1.0.
Screening CC(=O)Oc1ccc(-c2ccc(C(=O)OCC(=O)Nc3cc(C)on3)cc2)cc1Cl returned TEAD-YAP block -5.0, MITF primary -1.1, FBW7 act -0.1 and GPR151 activ -1.8.
Cc1nc(SCC(=O)Nc2ccccc2C#N)nc2c1CCCC2 was read as TEAD-YAP block 1.7, MITF primary 0.7, FBW7 act -0.1 and GPR151 activ 0.7.
`O=C(NCc1ccco1)C(=O)NC1CC1` gave TEAD-YAP block 4.8, MITF primary -4.6, FBW7 act -0.1 and GPR151 activ -0.2.
For CCOc1ccccc1N(CC(=O)Nc1ccccc1-c1ccccc1)S(C)(=O)=O the results were TEAD-YAP block 7.2, MITF primary 0.3, FBW7 act 0.0 and GPR151 activ -0.8.
Screening CCN1C(=O)[C@H]2[C@H]3[C@H](O)[C@H](O)C/C(=N\O[C@H](C)c4cn([C@H](CO)Cc5ccccc5)nn4)[C@@H]3CC[C@H]2C1=O returned MITF primary 12.6, FBW7 act 0.4 and GPR151 activ -1.6.
